GPR55 activation – GPR55 agonists via beta-arrestin recruitment, primary screen, imaging, U2OS cells, beta-arrestin-GFP redistribution (AID 1961); G-protein coupled receptor 55 (Homo sapiens); actives 0.048% (n = 290,000); U2OS GPR55 beta-arrestin-GFP redistribution imaging; higher % means a stronger effect; activation, % at 10 µM, or EC50 in µM where a hit was titrated;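 active = activation above 40% with more than 50 cells counted in the well; inconclusive = wells holding fewer than 50 cells, flagged as toxic or sparse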;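 note: U2OS osteosarcoma cells stably expressing GPR55 and beta-arrestin-GFP; plate controls were DMSO negative control for no effect and LPI positive control for full effect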
Myeloid diff MLP – induction of myeloid progenitor differentiation, primary screen, cell-based, flow cytometry, MLPCN library | AID 624256, 2012 | calls only at 10 µM | actives 1% (n = 360,000) | ER-HoxA9 myeloid progenitors, lysozyme-GFP differentiation;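 active = normalized GFP-positive differentiation at or above the plate's own cutoff, the solvent-only control mean plus 3 SD; inconclusive = no clear call, values can overlap the other calls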;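 note: cells exposed to compound for four days before flow analysis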
NTR1 ag – agonists of NTR1, primary screen, imaging, U2OS cells, beta-arrestin-GFP, high content (AID 493036); Neurotensin receptor type 1 (Homo sapiens), P30989; NTR1-U2OS beta-arrestin-GFP spot imaging, agonist mode; activation, % at 20 µM; actives 0.17% (n = 330,000);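 active = activation at or above 40% of the spot to cytoplasm intensity ratio, with at least 20 cells analyzed; inconclusive = wells under 20 cells, flagged as cytotoxic or low count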;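 note: 0% = DMSO without peptide and 100% = 100 nM NTR1 peptide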
Target sequence (P30989 whole entry, looked up): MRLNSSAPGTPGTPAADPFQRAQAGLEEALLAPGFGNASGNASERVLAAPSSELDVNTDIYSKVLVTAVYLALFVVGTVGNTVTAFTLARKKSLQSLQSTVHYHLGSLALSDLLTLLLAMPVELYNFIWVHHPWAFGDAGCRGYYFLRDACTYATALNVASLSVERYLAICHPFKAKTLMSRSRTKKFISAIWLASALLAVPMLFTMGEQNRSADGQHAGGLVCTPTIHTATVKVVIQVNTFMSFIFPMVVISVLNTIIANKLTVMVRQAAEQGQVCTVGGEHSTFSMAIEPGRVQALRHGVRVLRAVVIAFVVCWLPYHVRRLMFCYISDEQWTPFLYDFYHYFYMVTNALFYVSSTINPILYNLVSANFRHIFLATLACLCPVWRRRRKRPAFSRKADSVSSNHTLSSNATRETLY
KOR beta-arrestin-1 – KOR agonists, beta-arrestin recruitment, primary screen, cell-based, luminescence, uHTS (AID 1777). KOR beta-arrestin recruitment, luminescence; higher % means a stronger effect. Kappa-type opioid receptor (Homo sapiens). actives 0.02% (n = 280,000). activation, % at 10 µM; hits with a dose series show EC50 in µM; in the data active = activation above about 50%, passing the limit was not always enough; note: a part of the inactive calls stands beside numbers as strong as those of hits
KOR beta-arrestin-2 – KOR antagonists, beta-arrestin recruitment, cell-based, luminescence, uHTS (AID 1778); Kappa-type opioid receptor (Homo sapiens); KOR beta-arrestin recruitment, luminescence, antagonist mode; higher % means a stronger effect; inhibition, % at 10 µM; hits with a dose series show IC50 in µM; actives 0.091% (n = 290,000); note: strong numbers were not always called active
T cell modulator – modulators of CD8 T cell-vesicle binding, primary screen, mouse 2C CD8+ T cells, flow cytometry. 2C CD8+ T cell-vesicle binding; hits give low values. AID 2052, 2009. calls only at 7 µM. actives 0.068% (n = 330,000);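 active = response, share of CD8 T cells binding vesicles, and their 90th percentile fluorescence all below set limits, cut at about 80% in these data, passing the limit was not always enough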
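Benchmarks: naked versus QL9-loaded vesicles / Assay system: purified 2C TCR transgenic mouse naive CD8+ T cells / Technique: high-throughput flow cytometry with anti-B7-1 and anti-CD8 staining / Timing: Cell–vesicle co-incubation 1.5 h at 37 °C, staining 20 min on ice / Read-out: percent CD8+ FL2 mean versus row control / Probe or stimulus: QL9-loaded Drosophila micro-vesicles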
NOD2 inhibition – NOD2 signaling inhibitors, cell-based, luminescence, uHTS, HEK293 (AID 1566) | HEK293 NOD2/NF-kB luciferase reporter, luminescence; higher % means a stronger effect | inhibition, % at 4 µM; hits with a dose series show EC50 in µM | actives 0.63% (n = 290,000); note: many of its hits are not listed in these tables
GPR55 antagonists – GPR55 antagonists blocking LPI-driven arrestin recruitment, primary screen, imaging, U2OS, beta-arrestin-GFP, LPI agonist (AID 2013); G-protein coupled receptor 55 (Homo sapiens); inhibition, % at 10 µM; hits with a dose series show IC50 in µM; actives 0.13% (n = 290,000); U2OS GPR55 beta-arrestin-GFP translocation imaging, LPI antagonism; higher % means a stronger effect;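 active = spots per cell inhibited over 60%, with over 100 cells counted and total cytoplasm intensity under 500,000; inconclusive = wells with under 100 cells, flagged as likely toxic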;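 note: U2OS cells stably carrying GPR55 and arrestin-GFP stimulated by 5 µM LPI near EC80; imaged beta-arrestin-GFP aggregate spots per cell after agonist stimulation; plate controls were LPI-stimulated DMSO wells for no effect and DMSO wells without LPI for full effect; some results filed as inactive read as strong as hits; confirmed hits need IC50 under 10 µM and bright autofluorescent wells are also inconclusive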
NOD1 inhibition – NOD1 signaling inhibitors, primary screen, cell-based, luminescence, uHTS (AID 1578) | NOD1-driven NF-kB luciferase reporter cells, luminescence; higher % means a stronger effect | inhibition, % at 4 µM, or EC50 in µM where a hit was titrated | actives 1% (n = 290,000); in the data active = inhibition mostly above about 36%, no sharp cut-off; inactive = mostly below about 34%;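 note: HEK-293T reporter cells stimulated with the NOD1 agonist gamma-tri-DAP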
T cell modulator vesicle-bound % – second read-out of T cell modulator, no call of its own (marks repeat the call); double positive events, %; measured here: CD8+ vesicle-bound cell fraction;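 binding gate set so that unloaded-vesicle control wells show 10% double positive cells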
NTR1 ag cell count 20 µM – further read-out of NTR1 ag, marked with its call; cell count; measured here: cell count, cytotoxicity flag
Myeloid diff MLP GFP+ MAC1+ % – also measured in Myeloid diff MLP; calls as there; GFP+ MAC1+ double positive, %; measured here: differentiation confirmed by MAC1 staining
The depositor's hits bear a star; i = inactive; ? = inconclusive; nt = no result given; + = active, no number; [ ] = remark or other dose. Cut-off read from the data, not from the text of the source, unless noted: active = inhibition above about 50%; inactive = the rest.

SMILES	GPR55 activation	Myeloid diff MLP	Myeloid diff MLP GFP+ MAC1+ %	NTR1 ag	NTR1 ag cell count 20 µM	KOR beta-arrestin-1	KOR beta-arrestin-2	T cell modulator	T cell modulator vesicle-bound %	NOD2 inhibition	GPR55 antagonists	NOD1 inhibition
CCS(=O)(=O)N1CCN(c2ncnc3sc(C)c(C)c23)CC1	-0.1%	i	0.4	0.3	52	-3.3%	-30%[20 µM]	i	12	18%	11%	-20%
CCC(CC)C(=O)N1CC(=O)Nc2ccc(F)cc2C1c1ccc(F)cc1 (stereo unspecified)	-0.1%	i	3.1	1.7	49	-0.8%	7%[20 µM]	i	50	5%	2%	-20%
CCOc1ccc(C(=O)NCC(c2cccs2)N(C)C)cc1OCC (stereo unspecified)	-0.2%	i	0.3	-1.0	53	1.4%	-26%	i	47	-8%	2%	-33%
Cc1[nH]c2ccccc2c1C(O)CN1CCC2(CC1)OCCO2 (stereo unspecified)	-0.1%	i	0.5	-0.2	44	0.5%	2%	i	58	16%	8%	2%
C=CCc1cc(C)ccc1OCC(O)CN1CCN(c2ccccc2)CC1 (stereo unspecified)	0.3%	i	1.2	4.3	41	3.1%	-31%	i	35	-8%	-3%	8%
COc1cccc(CN(C)C(=O)c2cc(COc3ccc(-n4cncn4)cc3)on2)c1	-0.3%	i	2.2	-0.4	53	-2.1%	-11%	i	7	4%	7%	6%
COC(=O)C1CN(C(=O)COc2ccc(Cl)cc2Cl)c2ccccc2O1 (stereo unspecified)	0.6%	i	0.2	-0.3	71	5.7%	-2%	i	34	2%	-13%	-20%
COCCNC(=O)C(c1ccc(O)cc1)N(Cc1ccccc1)C(=O)CCC(=O)Nc1ccccn1 (stereo unspecified)	-0.1%	i	0.3	-0.7	39	1.8%	12%	i	45	9%	-2%	-17%
CC1=CSC2=NC(=O)/C(=C/c3cccc(OC(=O)c4ccco4)c3)C(=N)N12	-0.2%	i	0.5	-0.9	68	5.0%	-29%	i	56	6%	4%	-14%
CCOc1ccc(CN2CCN(Cc3cccc4c3OCO4)CC2CCO)cc1 (stereo unspecified)	-0.1%	i	0.3	0.6	26	-1.8%	-16%	i	47	-1%	10%	-10%
Cc1occc1C(=O)NCc1ccccc1F	-0.2%	i	7.9	0.7	89	-3.1%	30%	i	63	11%	9%	-25%
COc1cc([N+](=O)[O-])ccc1NC(=O)COC(=O)c1ccc(NC(N)=O)cc1	0.0%	i	2.6	2.9	61	2.2%	-26%	i	34	-4%	-4%	-6%
CC(=O)c1ccc(N2CCN(C(C)C(=O)NC3CCCc4ccccc43)CC2)cc1 (stereo unspecified)	-0.6%	i	0.7	3.3	50	-2.5%	33%	i	0	-2%	-12%	-23%
Cc1ccc(C)c(Oc2coc3cc(OCC(=O)Nc4ccccc4C(C)C)ccc3c2=O)c1	-0.2%	nt	nt	1.1	80	-2.2%	19%	i	49	7%	9%	-6%
COC(=O)COc1ccc(S(=O)(=O)N2CCN(c3ccccc3F)CC2)cc1	-0.2%	i	0.9	8.7	82	0.5%	-29%	i	33	2%	12%	-10%
COCCn1c(SC(C)C(=O)Nc2ncc(Cl)cc2Cl)nc2ccccc21 (stereo unspecified)	0.3%	i	0.8	1.0	58	3.9%	5%	i	28	-22%	-10%	8%
CCCN(CCC)S(=O)(=O)c1ccc(C(=O)Nc2nnc(CSC)o2)cc1	-0.1%	i	1.3	1.0	79	-1.8%	10%	i	20	11%	79%	20%
C[C@H]1C=C(C(=O)NCc2ccccc2)O[C@@H](OCc2ccc(CO)cc2)C1	0.7%	i	1.0	-2.3	90	3.0%	-6%	i	19	1%	13%	-13%
CC12CCC3(CO)COC(c4ccccc4O1)C2C3 (stereo unspecified)	-0.2%	i	0.9	-1.1	78	-5.7%	-1%	i	23	20%	-9%	5%
O=C(c1ccc(Br)cc1)c1cn[nH]c1-c1ccccc1O	0.2%	i	0.2	2.9	82	-2.1%	-3%	i	55	-5%	-3%	-6%
COc1cccc(NC(=O)C(=O)N2CCOCC2)c1	0.3%	+	0.9*	-0.3	35	7.9%	-41%	i	36	-61%	-12%	-42%
Cc1cccc(OCC(=O)N2CCC(N3CCOCC3)CC2)c1	0.0%	i	0.8	-0.6	75	5.1%	-37%	i	27	-2%	-1%	10%
CCOC(=O)c1cc2c(ccn2C)n1CC(=O)N(Cc1ccccc1)c1ccc(F)cc1	0.2%	i	1.1	11	52	-5.1%	2%	i	9	11%	22%	-3%
COC(=O)NC1c2ccccc2Oc2ccccc21	-0.1%	i	0.5	3.9	44	6.6%	25%	i	24	-13%	3%	4%
O=C(Nc1nc2c(s1)CCCC2)c1cccs1	-0.2%	i	0.9	-3.5	78	-0.5%	4%	i	27	-117%	0%	-41%

Part of the list above, with two lines to a compound:
Below each SMILES – GPR55 activation	Myeloid diff MLP	Myeloid diff MLP GFP+ MAC1+ %	NTR1 ag	NTR1 ag cell count 20 µM	KOR beta-arrestin-1	KOR beta-arrestin-2	T cell modulator	T cell modulator vesicle-bound %	NOD2 inhibition	GPR55 antagonists	NOD1 inhibition
- CC1=CSC2=NC(=O)/C(=C/c3cccc(OC(=O)c4ccco4)c3)C(=N)N12
→ -0.2%	i	0.5	-0.9	68	5.0%	-29%	i	56	6%	4%	-14%
- CCOc1ccc(CN2CCN(Cc3cccc4c3OCO4)CC2CCO)cc1 (stereo unspecified)
→ -0.1%	i	0.3	0.6	26	-1.8%	-16%	i	47	-1%	10%	-10%

The list continues.
SMILES	GPR55 activation	Myeloid diff MLP	Myeloid diff MLP GFP+ MAC1+ %	NTR1 ag	NTR1 ag cell count 20 µM	KOR beta-arrestin-1	KOR beta-arrestin-2	T cell modulator	T cell modulator vesicle-bound %	NOD2 inhibition	GPR55 antagonists	NOD1 inhibition
CCN(C(=O)CCc1nc(-c2ccc(OC)cc2)no1)c1cc(OC)ccc1OC	0.2%	i	1.0	1.5	65	2.8%	-42%	i	31	-4%	-15%	8%
COc1ccc2c(c1)OC(O)(C(F)(F)F)CC2=O (stereo unspecified)	-0.1%	i	9.4	0.4	48	5.5%	-48%	i	9	11%	-4%	8%
N#CCC(=O)N/N=C/c1cn(Cc2cccc3ccccc23)c2ccccc12	-0.2%	i	0.3	7.2	51	8.0%	-158%	i	44	-30%	9%	16%
CC(=O)N1N=C(c2cccs2)CC1c1ccco1 (stereo unspecified)	-0.1%	i	0.2	0.4	33	nt	0%[20 µM]	i	58	-13%	8%	-19%
O=C(CSCc1c(F)cccc1Cl)Nc1cccnc1	0.1%	i	0.4	-0.9	60	-5.3%	9%	i	50	-10%	3%	-21%
O=C(CSc1nnc(-c2ccncc2)n1Cc1ccccc1)Nc1nccs1	0.0%	i	1.6	-0.8	91	4.0%	-8%	i	35	-38%	nt	36%
N#Cc1ccc(/C=N/NC(=O)c2ccccc2F)cc1	-0.1%	i	0.2	-1.4	51	-2.9%	12%	i	35	-13%	-7%	-33%
CCOc1ccc(-n2nnnc2SCC(=O)N2CCOCC2)cc1	0.1%	i	0.4	-1.0	27	-4.3%	29%	i	38	3%	2%	-9%
CC(=O)N1CCc2cc(S(=O)(=O)NC(CC(C)C)C(=O)N3CCn4c3nc3ccccc34)ccc21 (stereo unspecified)	-0.2%	i	1.6	2.3	49	nt	nt	i	60	-20%	20%	-19%
CSc1ccc(NC(=O)Nc2cccn(Cc3ccccc3)c2=O)cc1	-0.1%	i	0.0	3.6	46	nt	4%[20 µM]	i	22	15%	1%	47%
CCOc1ccc(NS(=O)(=O)c2ccc(OCC)c3ncccc23)cc1	-0.1%	+	19*	2.2	55	2.8%	-54%	i	27	-6%	-4%	21%
COCCNC(=O)c1ccc(-c2csc(C)n2)cc1	-0.4%	i	0.3	0.7	49	2.2%	-20%	i	20	-10%	?	-17%
COC(=O)c1c(NC(=O)CN2C(=O)NC(CCc3ccccc3)C2=O)sc2c1CCCCC2 (stereo unspecified)	-0.4%	i	0.6	11	58	0.1%	9%	i	38	31%	-5%	1%
O=C(Cn1nnc2ccccc2c1=O)NCCc1ccc(Cl)cc1Cl	0.2%	i	0.4	-0.6	69	-2.0%	-3%	i	26	4%	6%	-17%
COc1cc(/C=N/NC(=O)C(Cc2c[nH]c3ccccc23)NC(=O)OCc2ccccc2)cc([N+](=O)[O-])c1O (stereo unspecified)	-0.3%	i	0.5	nt	nt	15%	-2%	i	44	-1%	26%	-25%
COc1ccc(CN(C)C(C)C(=O)NC2CCCc3ccccc32)cc1 (stereo unspecified)	-0.5%	i	1.0	-0.9	68	5.7%	-41%	i	44	3%	-18%	5%
O=C(Nc1cccc(Cl)c1N1CCCC1)c1ccc(Br)o1	0.0%	i	0.4	14	73	-2.9%	21%	i	49	1%	-4%	-9%
COc1ccccc1N1CCN(C(=O)NCc2ccc(Cl)cc2)CC1	-0.1%	i	0.8	-0.1	36	6.5%	-30%	i	3	-18%	-9%	41%
Cc1onc(-c2c(Cl)cccc2Cl)c1C(=O)N1CCc2ccccc21	-0.1%	i	5.6	3.4	87	-4.4%	-12%	i	12	5%	-2%	-12%
C=CCn1c(SCC(=O)NCC2CCCO2)nc2c([nH]c3ccccc32)c1=O (stereo unspecified)	-0.1%	i	1.3	4.8	48	3.2%	-18%	i	66	3%	-5%	-24%
O=C(O)CC(C(=O)Nc1ccc(F)cc1)C1CCCO1 (stereo unspecified)	-0.3%	i	0.1	0.3	51	2.0%	-2%	i	48	-16%	-2%	-14%
O=C(NC1CCCc2c1cnn2-c1cc(F)cc(F)c1)c1ccncc1 (stereo unspecified)	-0.1%	?	nt	0.0	52	0.2%	-4%	i	26	17%	-1%	-14%
Cc1ccccc1CN1C(=O)c2ccccc2Sc2ccc(C(=O)O)cc21	-0.3%	i	0.3	-0.2	49	0.1%	-11%	i	28	8%	8%	-28%
CC(=O)N1CCc2cc(C(=O)CN3CCCCC3)ccc21	-0.1%	i	2.1	1.1	102	8.9%	0%	i	41	5%	5%	-10%
O=C(COC(=O)/C=C/c1cccs1)NC1CCCCC1	0.3%	nt	nt	-0.1	62	-2.1%	-16%	i	60	-8%	-6%	-33%

From PubChem

These rows are one share of the data. The share of hits here may be higher or lower than overall.
